From PubChem
Arr AP2 block: blocks beta-arrestin peptide binding to AP2 adaptin | FITC-arrestin peptide / GST-AP2 beads, flow cytometry; AP2 beta2 appendage carries R879A mutation | inhibition, % at 10 µM | hit rate 0.31% among 340,000;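 active = inhibition above a set limit, near 3 SD of compounds lacking own fluorescence, cut at about 54% in these data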;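 note: plate controls were DMSO wells for no effect and 5 µM unlabelled arrestin peptide for full effect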
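System: GST-AP2 R879A bound to glutathione beads, E. coli-expressed. Also added: 50 nM FITC-arrestin peptide. Schedule: compound with beads 12 min RT, then probe 1 h RT. Signal: bead flow cytometry, FITC channel. Read-out basis: percent response.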
PKA-R1A act: activates the PKA-R1A holoenzyme complex | activation, % at 11.4 µM | PKA-R1A dissociation, Cy5-IP20 fluorescence polarization; scaled: DMSO 0%, 113 µM cGMP 100% | hit rate 0.083% among 340,000 | P00514+P68181;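 active = percent activation above the mean of all tested compounds plus 3 SD, cut at about 19% in these data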;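 note: higher means more PKAc released from R1A so a rise in polarization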
Pemphigus Ab inh: human desmoglein-3 autoantibody binding inhibition; binding (percent of control), % at 10 µM; hit rate 0.48% among 310,000; DSG3-coupled beads, scFv-anti-DSG3-GFP binding, flow cytometry; hits give low values; P32926;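 active = binding more than 3 SD below its plate's average and above zero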;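 note: hits lower antibody fragment binding to DSG3; some compounds called inactive have numbers as strong as hits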
Target sequence (P32926 whole entry, looked up, the tested form may be a part): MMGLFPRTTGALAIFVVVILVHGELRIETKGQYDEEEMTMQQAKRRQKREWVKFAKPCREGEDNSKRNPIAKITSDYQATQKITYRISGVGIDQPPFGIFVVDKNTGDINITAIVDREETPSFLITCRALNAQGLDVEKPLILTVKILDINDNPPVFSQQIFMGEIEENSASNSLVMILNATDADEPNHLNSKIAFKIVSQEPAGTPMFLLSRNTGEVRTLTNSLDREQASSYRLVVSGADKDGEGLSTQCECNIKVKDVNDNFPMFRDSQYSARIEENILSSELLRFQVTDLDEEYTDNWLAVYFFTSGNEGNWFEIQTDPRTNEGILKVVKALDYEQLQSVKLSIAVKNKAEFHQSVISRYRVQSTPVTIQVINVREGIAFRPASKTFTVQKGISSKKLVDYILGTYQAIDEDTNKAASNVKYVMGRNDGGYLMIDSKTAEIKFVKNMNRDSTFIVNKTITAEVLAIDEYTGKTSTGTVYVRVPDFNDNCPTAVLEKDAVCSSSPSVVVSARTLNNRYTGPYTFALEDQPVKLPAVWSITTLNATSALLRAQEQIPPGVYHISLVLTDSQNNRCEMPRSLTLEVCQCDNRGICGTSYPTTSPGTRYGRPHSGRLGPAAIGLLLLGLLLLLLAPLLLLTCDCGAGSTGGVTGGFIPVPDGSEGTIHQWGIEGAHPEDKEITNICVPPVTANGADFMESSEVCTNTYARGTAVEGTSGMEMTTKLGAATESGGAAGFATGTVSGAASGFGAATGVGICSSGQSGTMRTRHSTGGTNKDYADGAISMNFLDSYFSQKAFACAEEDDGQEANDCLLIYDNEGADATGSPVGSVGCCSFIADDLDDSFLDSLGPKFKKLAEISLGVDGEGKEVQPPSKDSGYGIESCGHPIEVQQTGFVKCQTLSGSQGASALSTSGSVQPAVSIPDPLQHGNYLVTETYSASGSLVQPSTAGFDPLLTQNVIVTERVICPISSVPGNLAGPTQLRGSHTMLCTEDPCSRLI
OPRM1-OPRD1 inv: inverse agonist of human OPRM1-OPRD1 heterodimerization; P35372+P41143; cell-based MOR-DOR heterodimer luminescence, inverse agonism; inhibition, % at 9.3 µM; hit rate 0.21% among 340,000; AID 504357; in the data active = inhibition above about 22%, passing the limit was not always enough;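 note: 0% = cells with DMSO and 100% = wells without cells with DMSO; values of inactives mirror those of a sister screen read the other way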
DAGLB inhibitor: blocks human DAGLB lipase activity; Q8NCG7; HEK293T DAGLB membrane lysate, EnzChek fluorogenic substrate; inhibition, % at 5.17 µM; hit rate 0.059% among 340,000; AID 504411; in the data active = inhibition above about 34%;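 note: 0% = enzyme with vehicle and 100% = wells lacking enzyme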
HTR5A inv ctr: counter-screen for OPRM1-OPRD1 inverse agonists: human HTR5A inverse agonism. P47898. AID 504634. HTR5A cell line, luminescence. hit rate 0.083% among 340,000. inhibition, % at 9.3 µM; in the data active = inhibition mostly above about 23%, no sharp cut-off; inactive = mostly below about 18%;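 note: 0% = cells with DMSO and 100% = no-cell wells with DMSO; some compounds called inactive have numbers as strong as hits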
MOR-DOR ag: OPRM1-OPRD1 heterodimerization agonism. P35372+P41143. cells, luminescence. activation, % at 9.3 µM. hit rate 0.3% among 340,000; in the data active = activation above about 18%;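 note: 0% = vehicle-treated cells and 100% = reference agonist; values of inactives mirror those of a sister screen read the other way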
HTR5A ag ctr: activates human HTR5A in OPRM1-OPRD1 agonist counter-screen; HTR5A agonist assay, luminescence, cell-based; activation, % at 9.3 µM; hit rate 0.61% among 340,000; AID 504692; in the data active = activation mostly above about 9.5%, no sharp cut-off; inactive = mostly below about 7.6%;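 note: 0% = cells with vehicle only and 100% = reference agonist; strong numbers were not always called active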
PKA-R2B activ: activators of human PKA-R2B complex; activation, % at 11.4 µM; PKA-R2B holoenzyme dissociation, Cy5-IP20 fluorescence polarization; R2B truncated from residue 108, S112A mutant; 0% DMSO only, 100% 113 µM cGMP; hit rate 0.079% among 340,000;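 active = activation above a cutoff set at the mean over all compounds plus 3 SD, cut at about 18% in these data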;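 note: higher means more holoenzyme dissociation and a rise in polarization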
V-ATPase pHluor: alters yeast V-ATPase proton transport; S. cerevisiae, pHLuorin cytosolic pH fluorescence; response, % at 10 µM; hit rate 0.37% among 350,000; in the data active = response mostly above about 7.3%, no sharp cut-off; inactive = mostly below about 5.4%; note: actives read high; inactives centre near 0; some compounds called inactive have numbers as strong as hits; reference of the scale not given here
* hit, by the source's call; · = not tested or not shown.

no.	Compound	Arr AP2 block	PKA-R1A act	Pemphigus Ab inh	OPRM1-OPRD1 inv	DAGLB inhibitor
1	CCc1ccc(NC2=NCC(=O)N2Cc2ccc3c(c2)OCO3)cc1	-12	2	97	-4	0
2	O=C1c2ccccc2C(Nc2ccc(Cl)cn2)N1Cc1ccccc1 (configuration not stated)	20	-6	97	-19	-4
3	COc1ccc(C(=O)Nc2ccc(Cl)cc2C(=O)NCc2ccco2)cc1	11	-2	102	6	-7
4	Oc1ccc(/C=N/NC(=S)N/N=C/c2ccc(O)cc2)cc1	3	4	98	-11	4
5	CCOc1ccccc1N1CCN(C(=O)CCCN2C(=O)c3cccc4cccc(c34)C2=O)CC1	3	2	104	-2	1
6	CC(=O)Nc1ccc2[nH]ccc2c1	13	-15	95	6	-2
7	Cc1ccc(S(=O)(=O)c2cc3c(=O)n4ccccc4nc3n(CCc3ccccc3)c2=N)cc1	25	-5	95	19	-1
8	O=C(O)c1cc([N+](=O)[O-])ccc1NCCO	-4	-2	103	14	0
9	CCc1cccc(NC(=O)CCCn2nc(CC)n3c(cc4occc43)c2=O)c1	8	-9	125	10	-1
10	Cc1cc(Cl)ccc1OCCCC(=O)NCC1CCCO1 (configuration not stated)	-4	-9	102	-3	-2
11	CCOc1ccccc1-n1c(SCC(=O)NC(C)(C)C)nnc1-c1ccoc1C	3	16	98	11	-1
12	O=C(Cn1c(NCCO)nc2ccccc21)c1ccc(F)cc1	-11	-6	115	17	2

no.	HTR5A inv ctr	MOR-DOR ag	HTR5A ag ctr	PKA-R2B activ	V-ATPase pHluor
1	-9	0.7	2	-5	-4
2	-2	3.2	0	-4	-2
3	13	-1.1	-2	-6	0
4	-8	2.3	3	-3	-6
5	-13	0.3	-3	-9	-5
6	-14	-1.1	5	0	1
7	14	-3.1	-4	-3	-2
8	21	-2.8	-1	-2	2
9	5	-1.9	-1	9	2
10	-22	0.5	4	-8	-3
11	10	-2.0	0	0	5
12	6	-3.4	-2	-2	-2

Fetched by structure from the list above:
no.	Compound	Arr AP2 block	PKA-R1A act	Pemphigus Ab inh	OPRM1-OPRD1 inv	DAGLB inhibitor
9	CCc1cccc(NC(=O)CCCn2nc(CC)n3c(cc4occc43)c2=O)c1	8	-9	125	10	-1
10	Cc1cc(Cl)ccc1OCCCC(=O)NCC1CCCO1 (configuration not stated)	-4	-9	102	-3	-2
7	Cc1ccc(S(=O)(=O)c2cc3c(=O)n4ccccc4nc3n(CCc3ccccc3)c2=N)cc1	25	-5	95	19	-1
2	O=C1c2ccccc2C(Nc2ccc(Cl)cn2)N1Cc1ccccc1 (configuration not stated)	20	-6	97	-19	-4
6	CC(=O)Nc1ccc2[nH]ccc2c1	13	-15	95	6	-2

no.	HTR5A inv ctr	MOR-DOR ag	HTR5A ag ctr	PKA-R2B activ	V-ATPase pHluor
9	5	-1.9	-1	9	2
10	-22	0.5	4	-8	-3
7	14	-3.1	-4	-3	-2
2	-2	3.2	0	-4	-2
6	-14	-1.1	5	0	1

Along the list, quoted from above.
Nos. 1 to 12 in OPRM1-OPRD1 inv, in turn: -4, -19, 6, -11, -2, 6, 19, 14, 10, -3, 11, 17
Nos. 1 to 12 in HTR5A ag ctr, in turn: 2, 0, -2, 3, -3, 5, -4, -1, -1, 4, 0, -2

(more compounds)
no.	Compound	Arr AP2 block	PKA-R1A act	Pemphigus Ab inh	OPRM1-OPRD1 inv	DAGLB inhibitor
13	CC(=O)NCC(=O)NC(Cc1ccccc1)C(N)=O (configuration not stated)	12	-4	97	17	0
14	CCN(CC)c1ccc(/C=C2/SC(=O)N(C(C)C)C2=O)o1	-8	-10	255	-16	-14
15	CCOC(=O)C1(Cc2cccc(F)c2)CCN(CC2CC2)CC1	-21	-12	105	0	-1
16	COc1ccc(S(=O)(=O)N2CCOC2CNC(=O)C(=O)NCCc2c[nH]c3ccccc23)cc1 (configuration not stated)	14	9	98	-14	3
17	COC(=O)[C@]1(C)N[C@H](c2ccc(-c3ccc(Cl)c(Cl)c3)c(OC)c2)[C@@H]2C(=O)N(C)C(=O)[C@@H]21	3	-13	109	7	-2
18	Cc1cc(=O)[nH]c2c1c(C)nn2-c1ccccc1	4	-6	107	5	0
19	COc1ccc(Cl)cc1NC(=S)NCCC(c1ccccc1)c1ccccc1	12	15	122	-21	-3
20	CCCCc1nnc(NC(=O)C(=O)OCC)s1	-15	-5	114	1	0
21	CC[C@]12c3[nH]c4cc(-c5ccco5)ccc4c3CCN1C(=O)[C@@H](CC(=O)NCCc1ccccn1)C[C@@H]2C(=O)N1CCN(C(=O)C2CC2)CC1	13	-6	111	14	3
22	CCOc1ccc(C2C(C(=O)c3ccco3)=C(O)C(=O)N2CCCn2ccnc2)cc1OC (configuration not stated)	1	-8	101	19	-1
23	CC(=O)Nc1nc(C)c(Cc2ccccc2)c(=O)[nH]1	16	-4	98	5	0
24	CCC(=O)Nc1cc2c3c(c1)CCC(=O)N3CCC2	-3	0	103	4	1

no.	HTR5A inv ctr	MOR-DOR ag	HTR5A ag ctr	PKA-R2B activ	V-ATPase pHluor
13	3	-3.5	-1	0	-3
14	7	3.1	-3	5	2
15	10	0.1	3	-2	-4
16	-58	2.5	3	4	-2
17	-9	-1.1	3	1	-7
18	-18	-0.8	-1	4	-1
19	-25	3.8	8	-6	2
20	18	-0.2	-1	7	2
21	-3	-2.9	1	-3	5
22	1	-3.8	-2	1	1
23	12	-1.1	-5	-5	-1
24	-7	-0.7	-1	-10	0

Next section.
no.	Compound	Arr AP2 block	PKA-R1A act	Pemphigus Ab inh	OPRM1-OPRD1 inv	DAGLB inhibitor
25	CCOc1ccc(-n2c(-c3ccccc3)nnc2-c2ccccc2)cc1	-3	-4	91	5	1
26	Cc1cccc(NC(=O)C(C)OC(=O)CNC(=O)C2CCCCC2)c1 (configuration not stated)	·	3	97	·	-2
27	CCOC(=O)C1=C(NC(=S)NC(=O)c2ccccc2)c2ccccc2CC1C(C)C (configuration not stated)	-5	-5	107	3	-9
28	CC(=O)c1cccc(NC(=O)C2C3C=CC(C3=C(c3ccccc3)c3ccccc3)C2C(=O)O)c1 (configuration not stated)	3	-1	106	10	2
29	Cc1ccc(C(=O)Nc2ccccc2C(=O)O)cc1S(=O)(=O)NCc1ccccc1	2	-4	106	2	6
30	CCOC(=O)C1CCN(C(=O)CCc2nnc3ccc(N4CCN(C)CC4)nn23)CC1	4	-1	104	-1	1
31	O=CN/C=C/c1cc(O)ccc1O	5	-7	78*	-21	-1
32	CN1OC[C@@H]2CN(Cc3ccccc3)[C@H](c3cccc(N4CCOCC4)c3)C[C@@H]21	-2	-13	99	15	0
33	Cn1c(SCC(N)=O)nnc1-c1cnccn1	6	0	99	12	-1
34	Cc1ccc(S(=O)(=O)N2CCCCC2)cc1NC(=O)CCNC(=O)c1ccccc1Cl	·	3	105	·	1
35	CC(=O)COc1coc(CN2CCN(c3ccc(F)cc3)CC2)cc1=O	24	2	102	12	0
36	COCCNC(=O)c1cc2nc(-c3ccc(F)cc3)cc(C(F)(F)F)n2n1	-30	6	100	7	1

no.	HTR5A inv ctr	MOR-DOR ag	HTR5A ag ctr	PKA-R2B activ	V-ATPase pHluor
25	4	-1.0	7	-5	2
26	·	·	·	-6	1
27	-1	-0.6	0	-14	3
28	-16	-2.1	3	6	-2
29	3	-0.4	-1	-12	-1
30	0	0.3	2	-8	-9
31	17	4.1	-3	1	-1
32	-5	-3.3	1	4	-7
33	8	-2.3	11	-7	-1
34	·	·	·	16	1
35	-7	-2.3	4	1	-1
36	-8	-1.4	3	-10	1

Other compounds follow.
no.	Compound	Arr AP2 block	PKA-R1A act	Pemphigus Ab inh	OPRM1-OPRD1 inv	DAGLB inhibitor
37	O=[N+]([O-])c1ccc(S(=O)(=O)N2CCSC2c2ccco2)cc1 (configuration not stated)	7	-10	109	-17	4
38	Cc1nnc(N/N=C/c2cccc(C(F)(F)F)c2)n1N	4	5	111	-23	-1
39	CCS(=O)(=O)C1=NN2C(=N)/C(=C\c3ccc(OC(=O)c4ccco4)cc3)C(=O)N=C2S1	-1	-16	100	3	-2
40	COc1ccc([C@@H]2CC=C(C(=O)O)[C@H](c3ccccc3)N2S(=O)(=O)c2ccc(C)cc2)cc1OC	1	7	123	6	4
41	COCCOC(=O)C1=C(C)N(Cc2ccccc2)C(=O)NC1c1cccc(OC)c1OC (configuration not stated)	5	8	103	9	0
42	CN(C(=O)c1ccc2c(c1)OCCO2)c1c(N)n(Cc2ccccc2)c(=O)[nH]c1=O	-3	-8	101	8	3
43	O=C(C[C@H]1C/C=C\C[C@@H](NC(=O)OCC2c3ccccc3-c3ccccc32)C(=O)O[C@@H](c2ccccc2)CNC1=O)N[C@H](CO)Cc1ccccc1	0	-2	100	-12	0
44	COC(=O)c1ccc(-n2c(C)cc(C(=O)COC(=O)C3=COCCO3)c2C)cc1	26	5	134	4	-1
45	CCCn1c(N)c(C(=O)COC(=O)CNC(=O)c2ccc(C)c(C)c2)c(=O)n(C)c1=O	-5	7	107	13	-2
46	COCc1cc(C)[nH]c(=O)c1C(=O)NC12CC3CC(CC(C3)C1)C2	-18	-9	94	5	-1
47	O=C(NC(=S)N1CCN(Cc2ccc3c(c2)OCO3)CC1)c1ccc(Cl)cc1	33	0	103	11	-5
48	Cc1c(Cl)cccc1NC(=O)COC(=O)Cn1cnc2c1c(=O)n(C)c(=O)n2C	-7	1	90	12	-2

no.	HTR5A inv ctr	MOR-DOR ag	HTR5A ag ctr	PKA-R2B activ	V-ATPase pHluor
37	-4	3.1	1	-16	1
38	-17	4.9	5	-6	1
39	6	-0.7	-1	-2	3
40	-16	-1.0	11	-3	4
41	9	-1.8	-2	4	1
42	0	-1.3	-2	-9	-5
43	-14	2.1	4	-16	-2
44	17	-0.7	-4	-2	2
45	6	-3.3	-2	5	2
46	-21	-0.9	8	-16	6
47	-9	-1.9	0	2	-2
48	-8	-3.1	1	-11	-2

Shown as a hit in Pemphigus Ab inh (from the list above):
nr | canonical_smiles | Arr AP2 block | PKA-R1A act | Pemphigus Ab inh | OPRM1-OPRD1 inv | DAGLB inhibitor | MOR-DOR ag | PKA-R2B activ | V-ATPase pHluor
31 | O=CN/C=C/c1cc(O)ccc1O | 5 | -7 | 78* | -21 | -1 | 4.1 | 1 | -1

The listing continues.
no.	Compound	Arr AP2 block	PKA-R1A act	Pemphigus Ab inh	OPRM1-OPRD1 inv	DAGLB inhibitor
49	COc1ccc(NS(=O)(=O)c2cccc(N3CC(O)=C(c4ccccc4)C3=N)c2)cc1	-1	-6	85	9	1
50	Cc1ccc(C)c(NC(=O)CN(C)C(C)C(=O)N2CC(C)CC(C)C2)c1 (configuration not stated)	-3	-3	103	0	0
51	CN1CCOCCOc2ccccc2OCCOCC1	-8	3	·	-3	0
52	CCC(C)NC(=O)c1ccc(NC(=O)C2=C(C)OCCS2)cc1 (configuration not stated)	25	-5	98	1	0
53	COc1ccc(N(CC(=O)NCc2ccc3c(c2)OCO3)S(=O)(=O)c2ccccc2[N+](=O)[O-])c(OC)c1	-6	-5	107	7	1

no.	HTR5A inv ctr	MOR-DOR ag	HTR5A ag ctr	PKA-R2B activ	V-ATPase pHluor
49	7	-1.4	1	-1	2
50	-15	-0.1	5	-6	2
51	-19	0.6	7	3	4
52	-5	-0.3	1	1	-1
53	-8	-1.8	3	-8	-2
